PABP1 MLLE inh: inhibitors of microRNA-mediated deadenylation, human PABP1 MLLE binding; inhibition, % at 20 µM; GST-MLLE / FITC-PAM2 fluorescence polarization; actives 0.36% (n = 360,000); in the data active = inhibition above about 35%, passing the limit was not always enough;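 also: plate controls were DMSO wells with GST-MLLE for no effect and wells lacking GST-MLLE protein for full effect; some results filed as inactive read as strong as hits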
MsrA act: activates bovine MsrA enzyme; activation, % at 10.6 µM; actives 0.3% (n = 360,000); purified bovine MsrA, absorbance read-out; AID 602163; in the data active = activation above about 7.5%;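 also: 0% = vehicle and 100% = reference activator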
Rin1-Abl PPI inh: blocks binding of human Rin1 to Abl | TR-FRET Rin1/Abl binding, biochemical | P00519+Q13671 | AID 588664 | actives 0.4% (n = 360,000) | inhibition, % at 7.35 µM; in the data active = inhibition above about 5%, passing the limit was not always enough
Target sequence (P00519 whole entry, looked up): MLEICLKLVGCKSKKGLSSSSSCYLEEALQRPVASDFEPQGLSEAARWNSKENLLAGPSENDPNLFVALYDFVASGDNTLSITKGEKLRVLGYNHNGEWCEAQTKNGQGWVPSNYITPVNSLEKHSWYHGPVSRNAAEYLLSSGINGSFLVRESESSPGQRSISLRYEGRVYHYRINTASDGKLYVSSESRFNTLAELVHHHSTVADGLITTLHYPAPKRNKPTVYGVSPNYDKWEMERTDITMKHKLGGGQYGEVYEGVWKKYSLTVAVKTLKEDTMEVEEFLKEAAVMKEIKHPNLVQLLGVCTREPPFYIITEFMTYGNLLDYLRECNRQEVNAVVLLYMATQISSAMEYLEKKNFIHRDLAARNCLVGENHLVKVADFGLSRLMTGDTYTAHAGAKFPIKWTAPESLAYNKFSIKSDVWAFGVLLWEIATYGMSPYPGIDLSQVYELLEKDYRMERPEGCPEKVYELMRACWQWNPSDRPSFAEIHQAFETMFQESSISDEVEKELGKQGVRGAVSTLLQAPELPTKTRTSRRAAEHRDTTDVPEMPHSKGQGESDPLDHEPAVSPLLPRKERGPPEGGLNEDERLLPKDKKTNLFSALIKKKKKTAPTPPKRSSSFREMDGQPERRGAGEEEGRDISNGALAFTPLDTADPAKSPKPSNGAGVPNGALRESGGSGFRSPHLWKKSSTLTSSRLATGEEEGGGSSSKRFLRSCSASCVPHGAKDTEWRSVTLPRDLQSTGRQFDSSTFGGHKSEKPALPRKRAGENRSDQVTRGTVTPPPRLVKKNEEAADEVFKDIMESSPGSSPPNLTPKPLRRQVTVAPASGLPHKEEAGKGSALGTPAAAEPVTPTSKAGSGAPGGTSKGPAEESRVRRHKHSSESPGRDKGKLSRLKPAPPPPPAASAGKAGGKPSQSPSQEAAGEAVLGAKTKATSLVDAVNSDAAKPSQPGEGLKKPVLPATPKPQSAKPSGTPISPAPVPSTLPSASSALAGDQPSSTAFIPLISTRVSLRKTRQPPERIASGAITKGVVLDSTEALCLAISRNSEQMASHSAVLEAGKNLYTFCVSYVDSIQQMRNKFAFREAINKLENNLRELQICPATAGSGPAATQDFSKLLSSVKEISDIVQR
Target sequence (Q13671 whole entry, looked up): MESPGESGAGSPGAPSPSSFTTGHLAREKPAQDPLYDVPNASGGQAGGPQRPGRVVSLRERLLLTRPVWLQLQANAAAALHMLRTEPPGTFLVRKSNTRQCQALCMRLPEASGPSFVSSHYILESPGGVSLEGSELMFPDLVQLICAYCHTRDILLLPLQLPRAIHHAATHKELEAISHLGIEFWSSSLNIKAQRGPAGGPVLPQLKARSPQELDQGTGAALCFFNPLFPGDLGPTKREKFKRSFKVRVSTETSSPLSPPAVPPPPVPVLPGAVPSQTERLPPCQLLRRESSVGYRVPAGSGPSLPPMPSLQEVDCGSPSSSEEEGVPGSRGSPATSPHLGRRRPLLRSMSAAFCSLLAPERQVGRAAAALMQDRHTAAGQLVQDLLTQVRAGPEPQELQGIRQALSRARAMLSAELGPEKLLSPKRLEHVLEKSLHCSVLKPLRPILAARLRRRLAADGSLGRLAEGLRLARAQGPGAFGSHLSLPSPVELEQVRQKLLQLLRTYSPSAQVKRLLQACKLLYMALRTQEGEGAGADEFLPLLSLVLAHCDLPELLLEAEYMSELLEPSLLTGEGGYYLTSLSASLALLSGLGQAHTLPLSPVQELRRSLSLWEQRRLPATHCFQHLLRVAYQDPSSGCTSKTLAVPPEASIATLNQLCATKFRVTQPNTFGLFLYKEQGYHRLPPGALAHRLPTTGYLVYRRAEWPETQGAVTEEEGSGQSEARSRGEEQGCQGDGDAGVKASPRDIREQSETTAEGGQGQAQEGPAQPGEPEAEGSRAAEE
FAS TE block: blocks the thioesterase domain of human fatty acid synthase; P49327; recombinant FAS-TE, OMFH fluorogenic substrate, fluorescence endpoint; inhibition, % at 15 µM; actives 0.67% (n = 360,000); AID 602261;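 active = compounds whose normalised, plate-corrected inhibition of enzyme fluorescence in the single-dose primary screen is 50% or more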;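 also: 0% = DMSO with enzyme and 100% = substrate without enzyme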
MT1-MMP act inh: blocks activation of human MT1-MMP; actives 0.061% (n = 360,000); GFP/RFP ratio change, % at 20 µM; HT1080 RFP-PRO-GFP cells, GFP/RFP ratio fluorescence, overnight; percent of plate control window, DMSO zero; P50281;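 active = GFP/RFP ratio change of at least 30% with cell ATP level not reduced by more than half and red fluorescence within 50% of control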; also: strong numbers were not always called active
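Material: RFP-PRO-GFP reporter HT1080 cells. Dosing: single-point 20 µM compound, 1% DMSO. Controls: DMSO and RFP-L50D-GFP cell wells. Timing: cells overnight before dosing, compound overnight, 37 °C, 5% CO2. Measure: GFP/RFP fluorescence ratio.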
E coli Lon inh: inhibitors of E. coli Lon protease | P0A9M0 | purified E. coli Lon protease, fluorescence polarization | inhibition, % at 7.94 µM | actives 0.42% (n = 360,000); in the data active = inhibition above about 13%, passing the limit was not always enough;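 also: 0% = enzyme with probe and DMSO and 100% = no enzyme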
Rpn11 inh: inhibitors of human proteasome Rpn11. human 26S proteasome, Ub4-pepOG fluorescence polarization; 20S core pre-blocked with epoxomicin. calls only at 20 µM. O00487. actives 0.59% (n = 360,000);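 active = inhibition at 20 µM, scaled to each plate's controls, above about 33%, limit read from the data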
CSN inh: inhibitors of human CSN-mediated cullin deneddylation; Purified CSN, SCF-Nedd8-OG deneddylation, fluorescence polarization; AID 651999; actives 0.38% (n = 360,000); inhibition, % at 12.5 µM;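 active = pattern-corrected inhibition above about 35%, with an unprinted fluorescence ratio check between 0.5 and 1.5, limit read from the data, passing the limit was not always enough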;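 also: 0% = enzyme with substrate and 100% = substrate without enzyme; some results filed as inactive read as strong as hits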
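Detection – fluorescence polarization · System – HEK293T-derived human Csn5 enzyme · Controls – substrate-only high control, full reaction low control · Timing – 90 min, room temperature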
MsrA inh: bovine MsrA inhibition; actives 0.75% (n = 360,000); AID 651718; inhibition, % at 15.5 µM; purified bovine MsrA, absorbance read-out; in the data active = inhibition above about 4.5%;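 also: 0% = vehicle wells with enzyme and 100% = reference inhibitor wells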
An asterisk follows results filed as active; i = inactive; · = not tested or not shown. The order is random; any-hit rate near 3.7%.

1	O=C(CN1CCN(c2ccccc2)CC1)c1ccc2cc[nH]c2c1
2	Cc1cc2nc(N3C(=O)CNC3=S)sc2cc1C
3	COc1cc(C(=O)COC(=O)c2ccc3c(c2)OCCO3)cc(OC)c1OC
4	COC(=O)CCCC1=CC2=CC(=O)C(C)(OC(=O)c3cccs3)C(=O)C2=CN1Cc1ccccc1 (stereo not given)
5	COc1ccc(N(C(=O)CNC(=O)c2ccco2)C(C(=O)NC2CCCC2)c2cccnc2)cc1 (stereo not given)
6	CC1CCCN(S(=O)(=O)c2ccc(NC(=O)CCN3C(=O)c4ccccc4C3=O)cc2)C1 (stereo not given)
7	O=C(Nc1cccc(OC(=O)c2ccco2)c1)c1ccco1
8	OC(c1ccc(Cl)cc1)c1nnc(-c2ccccc2)o1 (stereo not given)
9	CCOCC(=O)Nc1nc(C)cc(C)n1
10	COc1ccc(-c2nnc(N(C)C(=O)c3cccnc3)s2)cc1
assay / compound	1	2	3	4	5	6	7	8	9	10
PABP1 MLLE inh	6.6	-25.3	-4.5	6.5	0.7	-11.6	-1.7	16.7	24.9	-6.9
MsrA act	-5.5	-5.5	-2.6	-3.6	-1.8	-2.5	0.3	-2.4	-7.0	-4.7
Rin1-Abl PPI inh	-1.7	-1.7	-3.9	-0.6	3.9	2.7	0.3	0.1	1.2	1.0
FAS TE block	-0.1	-5.5	7.6	0.1	-4.0	13.8	3.3	-4.9	-7.8	-9.4
MT1-MMP act inh	6.3	6.4	-2.0	0.6	-1.3	-0.8	2.3	-1.9	-2.9	-0.7
E coli Lon inh	-3.3	-3.3	-2.9	11.2	-0.5	-1.3	11.0	1.7	-3.1	-8.8
Rpn11 inh	i	i	i	i	i	i	i	i	i	i
CSN inh	-1.8	3.1	-0.8	0.8	3.6	3.3	-4.7	2.3	-5.4	0.6
MsrA inh	0.8	7.7*	0.6	0.5	1.1	-1.6	-0.5	0.7	-0.2	-0.8

11	Cc1ccc2nc(NCCCN3CCOCC3)c(C=NCCCN3CCOCC3)c(=O)n2c1
12	CCOC(=O)N1CCN(C(=O)c2ccc3c(=O)n(Cc4ccc(OC)cc4)c(=S)[nH]c3c2)CC1
13	COc1ccc(CN(C)C(=O)c2ccccc2Sc2ccccc2C#N)c(OC)c1
14	Cc1ccc(S(=O)(=O)N(C)CC(=O)O/N=C(\N)c2ccccn2)cc1
15	CCC(=O)NC(Cc1ccccc1)c1nc2ccccc2[nH]1 (stereo not given)
16	C=C(C)CSc1nnc(-c2ccccc2)n1N
17	Cc1cc(C)cc(NC(=O)[C@@H](NC(=O)c2ccco2)C(C)C)c1
18	COc1ccc(Cn2c(CCC(=O)Nc3ccc(CC#N)cc3)nc3cccnc32)cc1
19	O=C1NCCN1CCNS(=O)(=O)c1cc(C(F)(F)F)cc(C(F)(F)F)c1
20	CCC(=O)N1CCN=C1SCc1cccc(F)c1
assay / compound	11	12	13	14	15	16	17	18	19	20
PABP1 MLLE inh	14.8	-74.7	3.4	-3.2	-5.9	-13.5	-0.9	-5.3	1.0	-7.7
MsrA act	-5.5	-3.1	-1.1	2.0	-3.3	-2.9	-1.3	-1.9	-5.8	-3.9
Rin1-Abl PPI inh	-1.6	1.1	2.6	-0.7	0.2	-4.3	1.7	-3.8	1.1	0.6
FAS TE block	-4.0	6.6	10.6	-8.2	-4.1	-14.6	-5.2	-5.4	-5.3	-7.0
MT1-MMP act inh	-6.0	6.6	-4.8	-0.7	4.7	-2.6	-0.9	-0.2	-1.2	5.2
E coli Lon inh	-3.1	-1.1	6.3	0.0	-3.7	-4.4	9.3	10.1	-2.3	4.2
Rpn11 inh	i	i	i	i	i	i	i	i	i	i
CSN inh	-2.4	2.5	-1.2	-3.0	-3.6	-3.7	6.8	2.8	0.3	-2.9
MsrA inh	1.9	-0.6	-0.4	-1.0	-0.2	-0.5	-1.3	2.1	-0.4	0.8

21	CCn1cc(Cl)c(C(=O)NNC(=O)CCn2nc(C)c([N+](=O)[O-])c2C)n1
22	COc1ccc(CCNC(=O)C2CCCN(S(C)(=O)=O)C2)cc1OC (stereo not given)
23	CC1CC(=O)NN=C1c1cccs1 (stereo not given)
24	Cc1cccc(C)c1-n1nnnc1C1c2ccccc2C(=O)N1C1CC1 (stereo not given)
25	CCN(CC(=O)NCc1cccs1)C(=O)/C=C/c1ccc(C)cc1
26	Fc1ccc(Nc2nc(Oc3ccccc3F)nc(N3CCCC3)n2)cc1
27	COCc1ccc2oc(C(=O)O)cc2c1
28	O=C(NCCc1ccccc1)c1nnc(CS(=O)(=O)c2ccccc2)o1
29	Cc1cc(Br)cc2c1N(C)C(=O)C2(c1ccc(O)cc1)c1ccc(O)cc1
30	Cn1c(NC(=O)CC(C)(C)C)cc(=O)n(C)c1=O
assay / compound	21	22	23	24	25	26	27	28	29	30
PABP1 MLLE inh	3.8	0.6	11.1	·	12.3	-1.0	-8.4	-4.0	0.3	22.1
MsrA act	-3.1	-9.3	-2.5	-2.2	-2.2	-0.6	-2.4	-5.5	-2.7	0.4
Rin1-Abl PPI inh	-1.7	2.3	-0.7	·	0.5	-3.3	-2.0	-0.6	1.2	1.7
FAS TE block	-7.0	-14.6	-5.9	-11.7	-1.2	25.2	-4.4	-2.8	23.4	-5.3
MT1-MMP act inh	3.4	-2.7	2.5	4.8	-6.2	-9.1	·	-2.4	7.0	2.2
E coli Lon inh	5.4	1.4	-6.3	3.9	-4.8	-4.1	-6.4	-4.5	1.8	4.8
Rpn11 inh	i	i	i	·	i	i	i	i	i	i
CSN inh	-8.1	2.2	0.4	-1.9	-4.3	1.7	0.8	-3.0	-0.7	2.8
MsrA inh	1.4	1.4	0.7	-0.5	0.2	-0.4	-0.2	0.1	-0.1	-0.8

Screen by screen, as entered above:
CSN inh, compounds 23–29, in order: 0.4, -1.9, -4.3, 1.7, 0.8, -3.0, -0.7
MsrA act, compounds 23–29, in order: -2.5, -2.2, -2.2, -0.6, -2.4, -5.5, -2.7
Rpn11 inh, compounds 23–29, in order: i, ·, i, i, i, i, i

Later entries.
31	N#C/C(=C\c1ccc(C#N)cc1)C(=O)c1ccccc1
32	Cc1cccc(OCC(=O)O/N=C(\N)c2ccc(Br)cc2)c1
33	CC(C)(C)c1cc(=O)n2[nH]c(N)nc2n1
34	O=C(O)c1ccc(NCc2nc3ccccc3n2Cc2ccccc2)cc1
35	CCOc1ccccc1N1CCN(C(=O)c2ccc3c(c2)OCO3)CC1
36	COc1ccc(C(C(=O)NC2CCCC2)N(CCO)C(=O)Cn2nnc(-c3ccc(C)o3)n2)cc1OC (stereo not given)
37	O=C(CSCc1c(Cl)cccc1Cl)NCC1CCCO1 (stereo not given)
38	O=C(Cc1ccsc1)N1CCc2c([nH]c3ccccc23)C1c1ccccn1 (stereo not given)
39	CC(=O)Nc1ccc(NC(=O)CN(C)CCC#N)cc1
40	Cc1ccc(NC(=O)CN(C)C(=O)C(c2ccccc2)c2ccccc2)cc1
assay / compound	31	32	33	34	35	36	37	38	39	40
PABP1 MLLE inh	25.4	-9.1	-9.1	5.7	7.5	2.9	9.4	14.1	-1.2	-0.2
MsrA act	-7.6	-1.6	-4.2	-7.0	-2.7	-10.3	-0.8	-5.4	-2.0	2.4
Rin1-Abl PPI inh	3.3	-1.1	-0.5	-6.1	0.9	2.9	-0.1	-0.6	-3.1	0.3
FAS TE block	-1.5	2.0	-2.1	-3.5	-2.6	0.1	-5.2	0.0	-4.5	5.1
MT1-MMP act inh	-3.3	-2.4	-2.0	3.1	-10.0	-2.8	2.5	-2.3	2.9	4.1
E coli Lon inh	6.4	-9.3	-3.0	2.5	5.4	5.1	7.7	5.4	-7.0	-6.3
Rpn11 inh	i	i	i	i	i	i	i	i	i	i
CSN inh	-1.7	-1.2	-4.1	2.9	-5.1	4.6	2.6	-13.8	0.3	-1.6
MsrA inh	0.1	0.0	-0.2	0.3	-0.7	0.5	0.2	2.1	-0.4	2.1

41	c1ccc(-c2nc(N3CCCC3)nc3ccccc23)cc1
42	COc1cc(-c2c(NC(=O)c3ccco3)oc3c(C)cccc3c2=O)cc(OC)c1OC
43	CC1CC(C)CN(C(=O)c2ccc3ccccc3c2)C1 (stereo not given)
44	COc1ccc2nc(N/C(N)=N/C(=S)Nc3cccc(C)c3)nc(C)c2c1
45	Cc1cccc(C)c1NC(=O)CN(C)C(=O)CSCc1c(C)noc1C
46	COc1ccccc1NC(=O)COc1ccc(CO)cc1Cl
47	CCOP(=O)(/C(C#N)=C(\C)O)c1ccccc1 (stereo not given)
48	O=C(CCn1ccc([N+](=O)[O-])n1)NC1CCCCCC1
49	COc1ccccc1CN(CC(=O)NCc1ccco1)C(=O)CNS(=O)(=O)c1ccccc1
50	C=CCNC(=O)c1ccc(C2SCC(=O)N2Cc2ccco2)cc1 (stereo not given)
assay / compound	41	42	43	44	45	46	47	48	49	50
PABP1 MLLE inh	-4.9	-0.2	6.7	16.9	11.9	-1.9	-2.9	6.2	0.3	23.8
MsrA act	-4.2	-2.6	0.6	-6.9	-7.2	-7.2	-1.1	-6.2	-7.3	-0.6
Rin1-Abl PPI inh	2.0	3.2	-0.2	-5.7	-2.3	1.1	0.8	-2.4	-0.9	-0.3
FAS TE block	-0.4	-4.0	1.9	24.2	-0.5	-1.4	-15.1	-10.4	-0.7	-1.8
MT1-MMP act inh	1.2	0.6	3.6	-3.9	-2.0	1.3	-0.1	-1.3	-3.1	-3.9
E coli Lon inh	7.0	0.3	2.9	7.3	-6.2	-9.3	2.3	0.6	-5.7	2.9
Rpn11 inh	i	i	i	i	i	i	i	i	i	i
CSN inh	-0.1	-5.2	-6.8	-0.4	-3.6	1.9	3.4	-12.8	-3.0	7.3
MsrA inh	0.6	2.3	-0.1	0.5	-0.5	-1.3	0.5	-0.6	0.9	0.8

Whole records, looked up by structure. Order of values: PABP1 MLLE inh, MsrA act, Rin1-Abl PPI inh, FAS TE block, MT1-MMP act inh, E coli Lon inh, Rpn11 inh, CSN inh, MsrA inh
CC1CC(C)CN(C(=O)c2ccc3ccccc3c2)C1 (stereo not given) in the list: 6.7, 0.6, -0.2, 1.9, 3.6, 2.9, i, -6.8, -0.1
CCOP(=O)(/C(C#N)=C(\C)O)c1ccccc1 (stereo not given) in the list: -2.9, -1.1, 0.8, -15.1, -0.1, 2.3, i, 3.4, 0.5
COc1ccc2nc(N/C(N)=N/C(=S)Nc3cccc(C)c3)nc(C)c2c1 in the list: 16.9, -6.9, -5.7, 24.2, -3.9, 7.3, i, -0.4, 0.5

(continued)
51	COc1ccc(/C=N/n2cnc3c(sc(=S)n3-c3ccccc3)c2=O)cc1
52	Cc1ccc(C2C(C#N)=C(N)Oc3cc4c(cc32)OCO4)cc1 (stereo not given)
53	COc1ccc(S[C@@H](CCN2CC[C@H](NC(=O)OCc3ccccc3)CCC2=O)c2ccccc2)cc1
54	CC(=O)c1ccc(OCC(=O)Nc2ccccc2N2CCCC2)cc1
assay / compound	51	52	53	54
PABP1 MLLE inh	-5.4	-5.0	14.4	8.4
MsrA act	-3.6	-2.9	-3.3	-2.3
Rin1-Abl PPI inh	0.6	-2.5	-1.9	-1.1
FAS TE block	3.3	25.2	14.5	7.4
MT1-MMP act inh	2.2	-7.1	-0.6	-5.1
E coli Lon inh	3.7	-5.1	-1.7	10.2
Rpn11 inh	i	i	i	i
CSN inh	3.5	5.3	1.6	0.6
MsrA inh	1.2	0.4	-0.3	1.6
